HBB splicing – qHTS Assay for Modulators of Hemoglobin Beta Chain Splicing | HBB splicing reporter cell assay, activation; EGFP reporter with mutant IVS2-654 intron; response scale: normalised to 500 nM splice-correcting PNA | Potency, µM (series often up to 46.1 µM), inactives show at the top dose activation, most hits filed as activators | 65,000 tested, 0.06% active; further: potency means the concentration at half of the fitted maximal effect; 0% is about no effect
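HeLa cells stably expressing EGFP interrupted by mutant beta-globin intron 2 (IVS2-654), 500/well in 2% FCS. Treated with compound for 2 days at 37C. Splicing correction scored as total well GFP intensity (488 nm excitation, 500-520 nm emission); 500 nM antisense PNA served as control.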
HADH2 inh – qHTS Assay for Inhibitors of HADH2 (Hydroxyacyl-Coenzyme A Dehydrogenase, Type II); recombinant HADH2, NADH fluorescence, beta-hydroxybutyryl-CoA; Potency, µM (top dose mostly 57.1 µM), for the others: at the highest dose activity change, negative = inhibition, most hits filed as inhibitors; 73,000 tested, 3.4% active; further: potency means the concentration at half of the fitted maximal effect; on the % scale 0 is the no-effect control and ±100 the full control effect; nearly all actives have a fitted effect of over 60% in size; many of its hits are not listed in these tables
Target sequence (Q99714 whole entry, looked up, one chain of several): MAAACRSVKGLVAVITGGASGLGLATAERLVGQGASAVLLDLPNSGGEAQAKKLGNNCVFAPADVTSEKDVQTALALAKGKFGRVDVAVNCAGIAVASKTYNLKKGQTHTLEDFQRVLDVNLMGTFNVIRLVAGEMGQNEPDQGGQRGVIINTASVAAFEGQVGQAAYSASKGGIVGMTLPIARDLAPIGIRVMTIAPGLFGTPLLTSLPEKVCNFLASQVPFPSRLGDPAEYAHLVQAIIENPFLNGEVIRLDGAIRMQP
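His-tagged recombinant enzyme from E. coli, 20 nM, preincubated 15 min RT with compound; reaction started with 1 mM NAD+ and 90 uM beta-hydroxybutyryl-CoA in 100 mM Tris-HCl pH 9.0. NADH fluorescence (ex 360/em 450) read over 4 min; last-minus-first difference.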
Rhodamine fluor – qHTS Assay for Spectroscopic Profiling in Rhodamine Spectral Region. Rhodamine-region fluorescence, 547/598 nm, Tris buffer; active compounds read high. max dye-equivalent concentration, M. 59,000 tested, 0.05% active; in the data active means max dye-equivalent concentration above about 11 nM; inconclusive means between about 1.1 nM and that limit
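Steps: pin-transfer compounds into pH 8.0 Tris (100 mM), hold 15 min at room temperature, image with a 547/598 nm filter pair, and convert intensities to rhodamine-equivalent concentration using a six-point on-plate rhodamine series.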
TexasRed autofl – qHTS Assay for Spectroscopic Profiling in Texas Red Spectral Region | Compound fluorescence, Texas Red channel, 547/618 nm; active compounds read high | max dye-equivalent concentration, M | 59,000 tested, 0.06% active | AID 587, 2007; in the data active means max dye-equivalent concentration above about 10 nM; inconclusive means between about 1.1 nM and that limit
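Texas Red-region profiling: compounds in 100 mM Tris pH 8.0 were read at 547/618 nm after 15 min at room temperature. Intensities were normalized against a six-point Texas Red standard series to give dye-equivalent concentration.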
ERK AVP block – qHTS Assay for Inhibitors of the ERK Signaling Pathway using a Homogeneous Screening Assay. HEK293-V1b, vasopressin-stimulated pERK AlphaScreen. Potency, µM (doses to about 57.5 µM), for the others: at the highest dose activity, negative = inhibition, hits mostly inhibitors. 72,000 tested, 0.99% active; further: potency means the concentration at half of the fitted maximal effect; on the % scale 0 is the no-effect control and ±100 the full control effect; nearly all actives have a fitted effect of over 55% in size
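V1b-HEK293 cells; cpd 30 min 37C; 25 nM vasopressin 5 min; lyse 10 min; AlphaScreen beads 5 hr RT. Normalized to DMSO basal and 25 nM vasopressin; AC50 by Hill fit.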
DNA Pol III inh – qHTS Assay for Inhibitors of DNA Polymerase III Holoenzyme System | reconstituted DNA polymerase III holoenzyme replication, biochemical | Potency, µM (highest dose often 57.1 µM), inactives show at the highest dose activity change, negative = inhibition | 71,000 tested, 0.25% active; further: potency means the concentration at half of the fitted maximal effect; on the % scale 0 is the no-effect control and ±100 the full control effect
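Reconstituted *E. coli* holoenzyme (0.35 nM Pol III, 1 nM beta, 154 nM SSB, 2 nM primase) was preincubated with compound for 15 min at RT. Synthesis on 1.4 nM ssM13Gori ran 35 min, then was stopped with PicoGreen/EDTA and read as dsDNA fluorescence.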
Hsp90 Hop PPI – qHTS Assay for Disrupters of an Hsp90 Co-Chaperone Interaction; Hsp90 C-terminal peptide / TPR2A (Hop) interaction, human; Potency, µM (top dose mostly 57 µM), without a hit: top-dose activity change, negative = inhibition; 71,000 tested, 0.44% active; AlphaScreen TPR2A-His6 binding biotin-Hsp90 C-terminal peptide; AID 595, 2007; active means well fitted curve in either direction with a large enough effect; inconclusive means small, poorly fitted or top-dose-only effect, or another doubt; further: potency means the concentration at half of the fitted maximal effect; on the % scale 0 is the no-effect control and ±100 the full control effect; many of its hits are not listed in these tables
CRE-bla Fsk – Cell signaling CRE-BLA (Fsk stim) | 71,000 tested, 2.5% active | CHO CRE-bla reporter (cAMP response element driving beta-lactamase), forskolin EC10, beta-lactamase ratio | Potency, µM (doses to about 38.2 µM), for the others: top-dose activity change, negative = inhibition, hits mostly activators; active means well fitted activation curve with a large enough effect in the signal ratio, with a control signal flat, not every such curve was filed as active; inconclusive means small, poorly fitted or top-dose-only effect, or effect the other way, or a change in a side signal; the % refers to the signal ratio; further: potency means the concentration at half of the fitted maximal effect; % of control where 0% means no effect
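Modulation of forskolin-driven signalling is measured in CHO cells carrying a CRE-controlled beta-lactamase reporter. Cells are stimulated with EC10 NKH 477 in the presence of titrated compound for 3 h at 37 °C, then loaded with CCF4 for 2 h at room temperature.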
FLuc inh – qHTS Assay for Inhibitors of Firefly Luciferase. purified firefly luciferase, luminescence, 8 min. 72,000 tested, 2.2% active. Potency, µM (series often up to 57.1 µM), for the others: at the highest dose activity change, negative = inhibition, hits mostly inhibitors; further: potency means the concentration at half of the fitted maximal effect; on the % scale 0 is the no-effect control and ±100 the full control effect; nearly all actives have a fitted effect of over 40% in size
Target sequence (P08659 whole entry, looked up): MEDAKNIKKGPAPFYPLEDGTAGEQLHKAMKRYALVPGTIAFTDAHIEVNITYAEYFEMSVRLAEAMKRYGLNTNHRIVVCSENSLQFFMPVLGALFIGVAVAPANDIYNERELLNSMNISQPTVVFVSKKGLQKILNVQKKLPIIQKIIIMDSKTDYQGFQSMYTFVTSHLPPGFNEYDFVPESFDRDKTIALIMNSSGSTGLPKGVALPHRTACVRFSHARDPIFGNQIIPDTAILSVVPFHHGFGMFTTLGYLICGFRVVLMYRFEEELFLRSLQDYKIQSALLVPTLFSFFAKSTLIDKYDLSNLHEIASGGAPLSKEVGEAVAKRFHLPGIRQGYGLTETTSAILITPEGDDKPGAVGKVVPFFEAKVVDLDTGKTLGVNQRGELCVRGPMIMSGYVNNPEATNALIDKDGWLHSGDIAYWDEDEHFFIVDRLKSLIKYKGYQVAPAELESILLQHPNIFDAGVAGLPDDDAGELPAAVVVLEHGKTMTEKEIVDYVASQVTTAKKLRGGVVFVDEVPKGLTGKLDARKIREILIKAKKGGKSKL
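Titration-based qHTS; buffer 50 mM imidazole pH 7.2, 50 mM KCl, 7 mM MgCl2, 10 uM ATP, 0.01% Tween 20, 0.05% BSA; luciferase/luciferin detector mix added after compound; 8 min, ambient; luminescence.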
15-hLO inh – qHTS Assay for Inhibitors of 15-hLO (15-human lipoxygenase); Polyunsaturated fatty acid lipoxygenase ALOX15 (Homo sapiens), P16050; AID 887, 2007; 74,000 tested, 1.4% active; purified 15hLO-1, xylenol orange hydroperoxide absorbance; Potency, µM (doses to about 57.1 µM), without a hit: top-dose activity change, negative = inhibition, usual class: inhibitors; further: potency means the concentration at half of the fitted maximal effect; on the % scale 0 is the no-effect control and ±100 the full control effect; nearly all actives have a fitted effect of over 55% in size
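Compounds were preincubated 15 min at room temperature with 40 nM purified human enzyme (25 mM Hepes pH 7.5, 0.01% Triton X-100); 50 uM arachidonic acid reacted 6 min. Fe-xylenol orange detection, 30 min, absorbance ratio 573/405 nm.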
Tau filament bind – qHTS Assay for Tau Filament Binding; Microtubule-associated protein tau (Homo sapiens), P10636; recombinant tau filaments, thioflavin S fluorescence, 15 h; filaments grown with octadecylsulfate alongside compound; Potency, µM (doses to about 57.1 µM), without a hit: top-dose activity change, negative = inhibition; 71,000 tested, 2% active; AID 596, 2007;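 further: potency means the concentration at half of the fitted maximal effect; on the % scale 0 is the no-effect control and ±100 the full control effect; actives lower thioflavin S fluorescence by blocking filaments or displacing dye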
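Quantitative HTS: thioflavine S signal from ODS-induced tau filaments, excited at 450 nm, emission 510 nm. Conditions: 1 uM tau, 30 uM ODS, 15 h at 37 C, pH 7.4.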
An asterisk follows results filed as active; i = inactive; ? = inconclusive; / = not tested or not shown; [ ] = another dose, or the depositor's remark. Unless noted, the call rests on the fitted dose curve; in most records, active means well fitted curve in the direction sought with a large enough effect; inconclusive means small, poorly fitted or top-dose-only effect, or another doubt; inactive means no such curve, though single readings can be large; an effect the other way counts as inactive or inconclusive. The list is partial; count on the stated rates, not on these rows.

SMILES	HBB splicing	HADH2 inh	Rhodamine fluor	TexasRed autofl	ERK AVP block	DNA Pol III inh	Hsp90 Hop PPI	CRE-bla Fsk	FLuc inh	15-hLO inh	Tau filament bind
Cc1ccc(-c2nc(C3CCCN(S(=O)(=O)c4ccc(C(F)(F)F)cc4)C3)no2)cc1 (stereo not given)	-1.5%	8%	i	?	17%	-1%	0%	10%	-1%	1%	-8%
O=C(O)/C(Cc1ccc([N+](=O)[O-])cc1)=N/O	-1.0%[9.22 µM]	-6%[11.4 µM]	i	i	-17%[11.5 µM]	-5%[11.4 µM]	0%[11 µM]	-1%[7.6 µM]	0%[11.4 µM]	5%[11.4 µM]	5%[11.4 µM]
O=C(CCC1CCCC1)N1CCN(C(=O)C2CC2)CC1	0.2%	-9%	i	i	-12%	-5%	-3%	-4%	-1%	4%	18%
COCCn1c(=O)c(-c2ccccc2)nc2cnc(OC)nc21	2.1%	?	i	i	-2%	-8%	-2%	13µM*	1%[11.4 µM]	4%	5%
COc1cc(C(=O)Nc2nnc(C)s2)cc(OC)c1OC	-1.0%	-10%	/	/	/	-2%	-2%	?	1%	-1%	-15%
CCCCC(=O)NCCNc1nc2c(c(=O)n(C)c(=O)n2C)n1Cc1ccccc1	8.2%	5%	i	?	17%	-2%	0%	?	0%	3%	-1%
COc1ccc(N2CCCCn3c2nc2c3c(=O)n(C)c(=O)n2C)cc1	0.0%[57.5 µM]	4%	i	i	-12%	-5%	-4%	17%	-2%	20%	-2%
CC(C)Oc1ccc(C(=O)NC2CCS(=O)(=O)C2)cc1 (stereo not given)	/	4%	i	i	-7%	-7%	1%	5%	0%	4%	1%
O=C(NCc1ccco1)C1CCN(C(=O)Cc2ccccc2)CC1	2.0%	-23%	/	/	2%	4%	0%	-5%	1%	10%	2%
Cc1nc(NC2CCCCC2)c2nc(-c3ccccc3)n(CCN3CCCCC3)c2n1	-1.3%	?	/	/	?	-4%	-8%	?	/	?	37%
Cc1ccc(CNC(=O)CN2CCC(C(N)=O)CC2)cc1	0.1%	-2%	i	?	13%	-4%	0%	-3%	3%	-1%	-1%
Nc1nncn1C(=O)c1cccs1	1.4%	?	i	i	-13%	-4%	-4%	?	3%	6%	6%
COc1ccccc1N1CCN(C(CNS(=O)(=O)c2cccs2)c2cccnc2)CC1 (stereo not given)	-0.3%	14%	/	/	/	-7%	?	-26%	-2%	7%	-9%
O=C(O)C1CCCN1S(=O)(=O)c1ccc2ccccc2c1 (stereo not given)	1.3%	-10%	i	i	-12%	-6%	2%	4%	3%	-4%	1%
CCOC(=O)c1cccc(C(=O)OCC)n1	-0.4%	-5%	i	i	10%	-4%	-5%	?	-1%	6%	0%
CCN(CC)c1ccc(CNc2ccc(Br)cn2)cc1	0.2%	11%	i	i	?	-2%	-13%	3%	0%	3%	-13%
CCN(CCCNC(=O)COc1cc(=O)n(C)c2ccccc12)c1cccc(C)c1	0.6%	-8%	i	i	7%	-6%	-10%	?	1%	-10%	8%
CCCN(CCC)S(=O)(=O)c1cccc(C(=O)Nc2ccc3c(c2)OCO3)c1	1.3%[57.5 µM]	-8%	i	i	14%	-1%	?	26%	-2%	-25%	2%
O=S(=O)(NCCO)c1cccc2cccnc12	0.6%	6%	/	/	/	0%	-9%	-6%	1%	12%	-1%
COCc1cc(C)n(CC(=O)Nc2ccccc2C(=O)OC)c(=O)c1C#N	0.3%[57.5 µM]	?	i	i	1%	0%	-1%	4%	0%	-9%	1%
Cc1onc(-c2ccccc2)c1C(=O)N1CCN(CCc2ccccc2)CC1	-1.6%	22%	i	i	18%	-1%	-3%	4%	4%	-10%	-12%
CC(C)C(NC(=O)C1CCCCC1)C(=O)Nc1ccccn1 (stereo not given)	-2.8%	4%	i	i	12%	-7%	?	3%	3%	12%	-4%
C=CCOc1ccc(/C(O)=C2/C(=O)C(=O)N(CCCn3ccnc3)C2c2cccs2)cc1 (stereo not given)	-1.1%[0.0738 µM]	-13%[11.4 µM]	/	/	-19%	0%[11.4 µM]	?	?	1%	12%[11.4 µM]	0%[11.4 µM]
CCOC(=O)C1CCCN(c2nnnn2-c2ccccc2)C1 (stereo not given)	-1.9%	1%	i	i	-2%	-8%	-1%	10%	3%	6%	4%
COc1cccc(N2CCN(Cc3nc(N)nc(N4CCCc5ccccc54)n3)CC2)c1	0.4%	10%	i	i	?	1%	-12%	-12%	2%	3%	-10%
O=C(CCS(=O)(=O)c1cccc2nsnc12)N1CCN(Cc2ccc3c(c2)OCO3)CC1	-0.6%	-17%	i	?	11%	-1%	-3%	-12%	1%	-4%	-2%
CN(C)c1ccc(NC(=O)c2cccc(N3C(=O)C4C5C=CC(C5)C4C3=O)c2)cc1 (stereo not given)	-1.5%	-9%	i	i	-27%	-2%	-15%	-3%	-28%	-11%	-20%
CN(C)CCCN1CCC2(CCC(C(C)(C)C)CC2)CC1	-2.1%[9.22 µM]	2%[11.4 µM]	i	i	-15%[11.5 µM]	-13%[11.4 µM]	0%[11 µM]	-7%[7.6 µM]	3%[11.4 µM]	33%[activator][11.4 µM]	9%[11.4 µM]
COc1ccc(OC)c(Nc2nc(N)nc(-c3cc4ccccc4o3)n2)c1	-2.8%	3%	i	i	-8%	-2%	-6%	?	-3%	-2%	64%
CCn1c(N)nc2ccccc21	0.1%[57.5 µM]	-1%	i	i	-7%	-2%	-6%	-5%	0%	17%	-8%
NC(=O)c1ccccc1NC(=O)CCc1ccccc1	-0.1%[0.0738 µM]	8%[11.4 µM]	/	/	-8%	-1%[11.4 µM]	-2%[11 µM]	-6%[7.6 µM]	-24%	5%[11.4 µM]	5%[11.4 µM]
Cc1ccc(N(CC(N)=O)C2SC(=O)N(C)C2=O)cc1 (stereo not given)	-2.2%	-8%	i	i	-9%	-2%	-6%	7%	-2%	-3%	1%
COc1ccc(-c2cc(C(=O)N3CCCc4ccccc43)no2)cc1	0.7%	8%	i	i	14%	4%	15%	?	16µM*	-11%	159%
CCN1CC=C2C(C#N)=C(N)C(C#N)(C#N)C(CCc3ccccc3)C2C1 (stereo not given)	/	32µM*	i	i	-16%	1%	-26%	0%	-1%	?	i
Cn1cccc1C(C(=O)NC1CCCCC1)N(C(=O)Cc1cccs1)C1CC1 (stereo not given)	/	14%	i	i	-16%	0%	3%	0%	3%	-4%	-1%
Cc1ccc(C(=O)c2cc(C)sc2NC(=O)CN2CCN(C(=O)c3ccco3)CC2)cc1	0.2%[57.5 µM]	9%	i	i	19%	-4%	-1%	8%	?	8%	5%
CCCCN(C)C(=O)C1CCN(C/C(C)=C/c2ccccc2)CC1	-0.6%[57.5 µM]	22%	i	i	-9%	-4%	0%	-5%	0%	-29%	-12%
CC(CCc1ccccc1)NC(=O)CSc1nnnn1C (stereo not given)	0.2%[57.5 µM]	9%	i	i	-13%	?	0%	-6%	0%	14%	-3%
COCCn1c(=O)c(C)nc2cnc(N3CCNCC3)nc21	0.3%	-5%	i	i	1%	-10%	-1%	23%	2%[11.4 µM]	17%	-4%
CC(=O)n1cc(-c2ccncc2)c2ccccc21	-0.7%	-3%	/	/	8%	-9%	-6%[2.3 µM]	24%	1%	-3%	-28%
CN1CCN(S(=O)(=O)c2ccc3ccccc3c2)CC1	-0.4%	0%	/	/	/	-4%	0%	-5%	2%	0%	-12%
CC(=O)C1=C(O)C(=O)N(c2nnn(C)n2)C1c1cccs1 (stereo not given)	0.5%	-15%	/	/	/	-6%	-2%	-5%	-1%	-4%	0%
